Nrf2 ARE act = qHTS of Nrf2 Activators; AREc32 ARE-luciferase reporter (MCF7-derived line), luminescence, 24 h; Potency, µM (doses to about 46.1 µM), without a hit: at the highest dose activation, hits mostly activators; actives 0.31% (n = 410,000); further: % of control where 0% means no effect; nearly all actives have a fitted effect of over 65% in size
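ARE activation measured as luciferase luminescence (Steady-Glo, 30 min RT) in AREc32_Fluc cells after 24 hr compound exposure at 37 deg C, 5% CO2; cells seeded overnight at 1000/well in OPTI-MEM, 5% FBS.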
MCF10A rerep = A quantitative high throughput screen for small molecules that induce DNA re-replication in MCF 10a normal breast cells. MCF 10A DNA re-replication, Hoechst nuclear intensity, 48 h. actives 2.9% (n = 350,000). Potency, µM (top dose mostly 46.1 µM), for inactives: at the top dose activity, positive = re-replication, hits mostly activators. AID 624296, 2012; further: % of control where 0% means no effect; nearly all actives have a fitted effect of over 50% in size
A549 viability = Nrf2 qHTS screen for inhibitors: counterscreen for cytotoxicity | A549 ARE-Fluc cells, CellTiter-Fluor viability, 18-24 h | Potency, µM (top dose mostly 46 µM), for the others: at the highest dose activity change, negative = cytotoxicity, actives largely listed as inhibitors | actives 0.16% (n = 390,000) | AID 504648, 2011; further: on the % scale 0 is the no-effect control and ±100 the full control effect
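A549 ARE-Fluc cells in 5% FBS OPTI-MEM, 5000 cells/well, rested 2 h then exposed to compounds in concentration-response for 18-24 h at 37 °C. Viability by CellTiter-Fluor fluorescence (Ex 405/Em 525) after 30 min; luciferase luminescence (BugLite, 15 min, RT) read afterwards.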
Nrf2 block = Nrf2 qHTS screen for inhibitors. A549 ARE-Fluc reporter, luciferase luminescence, 18-24 h. Potency, µM (highest dose often 46 µM), for the others: at the highest dose activity change, negative = inhibition, actives largely listed as inhibitors. actives 2.1% (n = 360,000); further: on the % scale 0 is the no-effect control and ±100 the full control effect; nearly all actives have a fitted effect of over 60% in size
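A549 ARE_Fluc cells, 5000/well, 5% FBS OPTI-MEM; compounds in dose-response, 18-24 h at 37 °C/5% CO2; CellTiter-Fluor viability read (Ex 405/Em 525), then BugLite luciferase luminescence = Nrf2 activity.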
TGFb SMAD3 inh = qHTS for Inhibitors of TGF-b; HepG2 CAGA-GFP TGF-b/SMAD3 reporter, GFP fluorescence, 18 h; TGF-beta stimulated, 500 pg/mL final; actives 1.2% (n = 410,000); Potency, µM (doses to about 46.1 µM), inactives show top-dose activity, negative = inhibition, usual class: inhibitors; AID 588855, 2011; further: on the % scale 0 is the no-effect control and ±100 the full control effect; nearly all actives have a fitted effect of over 65% in size
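Inhibition of TGF-beta-driven CAGA-GFP reporter expression in HEPG2 cells is measured by cellular GFP fluorescence after 18 h stimulation with 500 pg/mL recombinant TGF-beta in 1% FBS medium at 37 degrees C.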
S2 tox = Viability Counterscreen for Primary qHTS for Inhibitors of ATXN expression. S2 cells (HEK-293 line with an ATXN2-luciferase reporter) viability, CellTiter-Fluor protease fluorescence, 24 h. Potency, µM (doses to about 56.7 µM), usual class: cytotoxic. actives 0.49% (n = 400,000). AID 651635, 2014; further: nearly all actives have a fitted effect of over 40% in size
EPAC2 antag = qHTS for Antagonist of cAMP-regulated guanine nucleotide exchange factor 2 (EPAC2): primary screen; EPAC2 GEF exchange of Rap1B-BODIPY-GDP, fluorescence; actives 0.18% (n = 360,000); Rap guanine nucleotide exchange factor 4 (Homo sapiens), Q8WZA2; Potency, µM (titrated, usually from 114 µM), for the others: at the top dose activity, negative = inhibition, actives largely listed as inhibitors; AID 720708, 2013; further: on the % scale 0 is the no-effect control and ±100 the full control effect; nearly all actives have a fitted effect of over 45% in size; many of its hits are not listed in these tables
Target sequence (Q8WZA2 whole entry, looked up): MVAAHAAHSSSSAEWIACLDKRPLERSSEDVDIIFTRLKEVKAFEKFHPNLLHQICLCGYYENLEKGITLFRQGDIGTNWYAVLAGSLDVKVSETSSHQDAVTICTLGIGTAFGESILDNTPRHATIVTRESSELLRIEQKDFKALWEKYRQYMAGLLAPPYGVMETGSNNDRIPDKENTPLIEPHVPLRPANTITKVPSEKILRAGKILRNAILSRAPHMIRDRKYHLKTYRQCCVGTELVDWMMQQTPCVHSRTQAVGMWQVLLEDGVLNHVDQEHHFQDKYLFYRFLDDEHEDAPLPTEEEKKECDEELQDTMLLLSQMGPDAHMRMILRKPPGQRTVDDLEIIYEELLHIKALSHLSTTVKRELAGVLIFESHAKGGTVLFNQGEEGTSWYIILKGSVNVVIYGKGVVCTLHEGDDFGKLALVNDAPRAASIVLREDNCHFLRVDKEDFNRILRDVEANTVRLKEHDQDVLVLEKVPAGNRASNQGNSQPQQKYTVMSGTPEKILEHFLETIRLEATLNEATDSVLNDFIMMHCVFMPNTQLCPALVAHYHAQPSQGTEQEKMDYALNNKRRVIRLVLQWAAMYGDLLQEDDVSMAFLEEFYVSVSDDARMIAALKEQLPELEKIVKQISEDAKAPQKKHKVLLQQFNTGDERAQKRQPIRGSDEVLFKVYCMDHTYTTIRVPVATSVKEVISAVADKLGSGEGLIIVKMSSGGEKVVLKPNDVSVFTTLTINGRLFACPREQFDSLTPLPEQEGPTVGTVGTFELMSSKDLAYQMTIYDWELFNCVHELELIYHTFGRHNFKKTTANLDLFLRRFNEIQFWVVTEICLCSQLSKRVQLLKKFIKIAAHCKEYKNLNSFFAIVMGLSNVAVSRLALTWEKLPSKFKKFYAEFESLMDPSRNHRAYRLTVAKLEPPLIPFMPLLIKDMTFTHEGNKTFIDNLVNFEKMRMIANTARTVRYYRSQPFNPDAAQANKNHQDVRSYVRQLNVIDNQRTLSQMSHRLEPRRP
ATXN2 expr inh = Primary qHTS for Inhibitors of ATXN expression; HEK-293 ATXN2-luciferase reporter, luminescence, 24 h; Potency, µM (series often up to 57 µM), without a hit: at the highest dose activity change, negative = inhibition, most hits filed as inhibitors; actives 0.72% (n = 360,000); further: on the % scale 0 is the no-effect control and ±100 the full control effect; nearly all actives have a fitted effect of over 55% in size
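qHTS (up to 57 uM final) was run with 24 h compound exposure of reporter cells at 37 °C. Each well was multiplexed: SteadyGlo luminescence measured ATXN2-luciferase expression after a fluorogenic Gly-Phe-AFC viability readout (25 uM final).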
HepG2 viability = qHTS for Inhibitors of TGF-b: Cytotox Counterscreen; Potency, µM (series often up to 46.1 µM), without a hit: top-dose activity change, negative = cytotoxicity, actives largely listed as cytotoxic; HepG2 CAGA-GFP viability, ATP luminescence, 18 h; actives 0.76% (n = 410,000); further: some results filed as inactive show a strong effect at the top dose
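HepG2 CAGA-GFP cells (1000/well, DMEM with 1% FBS) received compound, then TGF-beta at 500 pg/mL final, and were incubated 18 hours at 37 degrees C. Viability was read by CellTiter-Glo luminescence. Media-only wells were set as complete cell-killing and DMSO as no toxicity.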
An asterisk follows results filed as active; [ ] = dose if it differs, or a comment. The call rests on the fitted dose curve; in most records, active means well fitted curve in the direction sought with a large enough effect; inconclusive means small, poorly fitted or top-dose-only effect, or another doubt; inactive means no such curve, though single readings can be large; an effect the other way counts as inactive or inconclusive. Potency means the concentration at half of the fitted maximal effect. This is a subset (hit frequency here may not be typical).

CCOc1ccc(N(CC(=O)Nc2ccc(OC)cc2)S(=O)(=O)c2c(C)noc2C)cc1 was read as Nrf2 ARE act -0.5%, MCF10A rerep -7%, A549 viability 2%, Nrf2 block 7%, TGFb SMAD3 inh 4%, S2 tox inactive, EPAC2 antag inconclusive, ATXN2 expr inh 5% and HepG2 viability -25%.
CC(=O)c1ccc2noc(-c3ccc(F)cc3)c2c1 was read as Nrf2 ARE act 4.1%, MCF10A rerep -23%, A549 viability 1%, Nrf2 block 11%, TGFb SMAD3 inh 30%[activator], S2 tox inactive, EPAC2 antag -1%, ATXN2 expr inh 18%[11.3 µM] and HepG2 viability -1%.
CC(C)NC(=O)CN1CCN(C(c2ccnc3ccccc23)c2nnnn2-c2ccc3c(c2)OCCO3)CC1 (configuration not stated) was read as Nrf2 ARE act 0.2%, S2 tox inactive, EPAC2 antag 6% and ATXN2 expr inh 15%.
`O=C(CSc1nnc(CNC(=O)c2cccs2)o1)NCCc1ccccc1` gave Nrf2 ARE act -0.9%, MCF10A rerep inconclusive, A549 viability 1%, Nrf2 block -17%, TGFb SMAD3 inh -1%, S2 tox inactive, EPAC2 antag -2%, ATXN2 expr inh -5% and HepG2 viability -29%.
For CCOc1cccc(CC(=O)N2CCc3c([nH]c4ccccc34)C2c2ccc(OC)cc2)c1OCC (configuration not stated) the results were Nrf2 ARE act 0.7%, A549 viability -15%, TGFb SMAD3 inh -20% and HepG2 viability -19%.
Screening CCOc1cc2[nH]c(=O)n(CCCCC(=O)N3CCN(c4ccccc4)CC3)c(=O)c2cc1OCC returned Nrf2 ARE act -0.9%, A549 viability 1%, TGFb SMAD3 inh 0%, S2 tox inactive, ATXN2 expr inh 1% and HepG2 viability 1%.
For O=C(CSc1nncn1-c1ccccc1F)NC1CCCCC1 the results were Nrf2 ARE act 0.3%, MCF10A rerep -2%, A549 viability 0%, Nrf2 block -5%, TGFb SMAD3 inh -5%, S2 tox inactive, EPAC2 antag -1%, ATXN2 expr inh 29% and HepG2 viability 7%.
Cc1cc(C(=O)COC(=O)c2nc3nccc(C)n3n2)c(C)n1CC1CCCO1 (configuration not stated) was read as Nrf2 ARE act -0.6%, MCF10A rerep 6%, A549 viability -1%, Nrf2 block 6%, TGFb SMAD3 inh 3%, S2 tox inactive, EPAC2 antag 14%, ATXN2 expr inh -17% and HepG2 viability 24%.
For Cc1cccc(NC(=O)c2cc3n(n2)C(C(F)(F)F)CC(C2CC2)N3)c1C (configuration not stated) the results were Nrf2 ARE act -0.1%, MCF10A rerep -7%, A549 viability 2%, Nrf2 block -2%, TGFb SMAD3 inh 0%, S2 tox inactive, EPAC2 antag 0%, ATXN2 expr inh 2% and HepG2 viability 3%.
`COCc1cc(C)nc2sc(C(=O)Nc3ccc(C(=O)OC)cc3)c(N)c12` gave Nrf2 ARE act -0.8%, MCF10A rerep inconclusive, A549 viability -2%, Nrf2 block 4%, TGFb SMAD3 inh 3%, S2 tox inactive, EPAC2 antag 8% and HepG2 viability -42%.
COC(=O)Cn1c(=NC(=O)c2cc(OC)cc(OC)c2)sc2cc(OC)ccc21 was read as Nrf2 ARE act 0.0%, MCF10A rerep 7%, A549 viability -1%, Nrf2 block -15%, TGFb SMAD3 inh -10%, S2 tox inactive, EPAC2 antag 5%, ATXN2 expr inh -2% and HepG2 viability -6%.
For Cc1ccc2nc(-c3ccc(NC(=O)COC(=O)c4ccco4)cc3)sc2c1 the results were Nrf2 ARE act 0.4%, MCF10A rerep -4%, A549 viability 9%, Nrf2 block 6.5µM*, TGFb SMAD3 inh 11%, S2 tox inactive, EPAC2 antag -27%, ATXN2 expr inh -20% and HepG2 viability 1%.
Screening Cc1cc(C)c(NC(=O)CSc2nc3ccccc3c3nc(-c4ccccc4)nn23)c(C)c1 returned Nrf2 ARE act 5.8%, A549 viability 2%, TGFb SMAD3 inh 5%, S2 tox inactive, ATXN2 expr inh 15% and HepG2 viability 1%.
`CSc1ccc(/C=N/NC(=O)c2cccc(O)c2)cc1` gave Nrf2 ARE act 0.2%, MCF10A rerep 5%, A549 viability -5%, Nrf2 block -24%, TGFb SMAD3 inh 13%, S2 tox inconclusive, EPAC2 antag -2%, ATXN2 expr inh 50%[activator] and HepG2 viability -62%.
Screening Cc1cc(Cl)ccc1NC(=O)CN1C(=O)CSc2ccc(S(=O)(=O)N(C)C)cc21 returned Nrf2 ARE act 4.5%, A549 viability 3%, Nrf2 block 0%, TGFb SMAD3 inh -30%, S2 tox inactive, ATXN2 expr inh -6% and HepG2 viability -9%.

At a glance, some entries already given.
Screening Cc1cc(C)c(NC(=O)CSc2nc3ccccc3c3nc(-c4ccccc4)nn23)c(C)c1 returned Nrf2 ARE act 5.8%, A549 viability 2%, TGFb SMAD3 inh 5%, S2 tox inactive, ATXN2 expr inh 15% and HepG2 viability 1%.
`CSc1ccc(/C=N/NC(=O)c2cccc(O)c2)cc1` gave Nrf2 ARE act 0.2%, MCF10A rerep 5%, A549 viability -5%, Nrf2 block -24%, TGFb SMAD3 inh 13%, S2 tox inconclusive, EPAC2 antag -2%, ATXN2 expr inh 50%[activator] and HepG2 viability -62%.
Screening Cc1cc(Cl)ccc1NC(=O)CN1C(=O)CSc2ccc(S(=O)(=O)N(C)C)cc21 returned Nrf2 ARE act 4.5%, A549 viability 3%, Nrf2 block 0%, TGFb SMAD3 inh -30%, S2 tox inactive, ATXN2 expr inh -6% and HepG2 viability -9%.

Other entries follow.
Cc1ccc2c(c1)nnn2C1CCN(CC(=O)Nc2ccccc2N2CCOCC2)CC1 was read as Nrf2 ARE act 2.0%, MCF10A rerep 0%, A549 viability -6%[1.84 µM], Nrf2 block inconclusive, TGFb SMAD3 inh 10µM*, S2 tox inconclusive, EPAC2 antag -3%, ATXN2 expr inh -28% and HepG2 viability -48%.
For CSCCC1NC(=O)N(CC(=O)Nc2ccc(-c3ccccc3)cc2)C1=O (configuration not stated) the results were Nrf2 ARE act -1.4%, MCF10A rerep 1%, A549 viability 1%, Nrf2 block 22%, TGFb SMAD3 inh 1%, S2 tox inactive, EPAC2 antag -2%, ATXN2 expr inh 23% and HepG2 viability -2%.
COc1ccc(OCc2nn3c(-c4ccco4)nnc3s2)cc1 was read as Nrf2 ARE act 1.0%, MCF10A rerep -10%, A549 viability -13%, TGFb SMAD3 inh -2%, S2 tox inactive, EPAC2 antag 1%, ATXN2 expr inh -5% and HepG2 viability 2%.
Screening COCCNC(=O)Cn1cc(C(=S)N2CCOCC2)c2ccccc21 returned Nrf2 ARE act -0.2%, MCF10A rerep -22%, A549 viability -1%, Nrf2 block 0%, TGFb SMAD3 inh 9%, S2 tox inactive, EPAC2 antag 4%, ATXN2 expr inh -12%[2.22 µM] and HepG2 viability -1%.
For CCCCn1nnnc1C1(C)CCC(=O)N1CCc1ccccc1F (configuration not stated) the results were Nrf2 ARE act 0.6%, S2 tox inactive, EPAC2 antag 0% and ATXN2 expr inh -5%.
`COCc1cccc(-c2csc(C(NC(C)=O)c3ccc(F)c(F)c3)n2)c1` (configuration not stated) gave Nrf2 ARE act 0.2%, TGFb SMAD3 inh 3%, S2 tox inactive, EPAC2 antag inconclusive, ATXN2 expr inh 9% and HepG2 viability -17%.
`CCOc1ccc2[nH]c(C(=O)N/N=C/c3cc(OC)c(OC)c(OC)c3)cc2c1` gave Nrf2 ARE act 0.7%, MCF10A rerep inconclusive, A549 viability 0%, Nrf2 block -23%, TGFb SMAD3 inh 1%, S2 tox inactive, EPAC2 antag 4%, ATXN2 expr inh 2% and HepG2 viability -15%.
`Cc1ccc(NCc2nnc(SCC(=O)NCc3ccco3)n2CC2CCCO2)cc1Cl` (configuration not stated) gave Nrf2 ARE act 0.0%, MCF10A rerep 3%, A549 viability 0%, Nrf2 block -7%, TGFb SMAD3 inh 3%, S2 tox inactive, EPAC2 antag -2%, ATXN2 expr inh -6% and HepG2 viability -32%.
For O=C1NC2(c3ccccc3)NC(=O)NC2(c2ccccc2)N1 (configuration not stated) the results were Nrf2 ARE act -0.9%, MCF10A rerep -1%, A549 viability 0%, Nrf2 block 5%, TGFb SMAD3 inh 16%, S2 tox inconclusive, EPAC2 antag 11%, ATXN2 expr inh -6% and HepG2 viability -4%.
CCCCN(c1ccccc1)S(=O)(=O)c1cccc(C(=O)Nc2c(C)n(C)n(-c3ccccc3)c2=O)c1 was read as Nrf2 ARE act 3.7%, MCF10A rerep inconclusive, A549 viability -17%, Nrf2 block -22%, TGFb SMAD3 inh inconclusive, S2 tox inactive, EPAC2 antag -2%, ATXN2 expr inh 4% and HepG2 viability -25%.
CCOC(=O)Cn1c(=O)n(Cc2ccc(C)cc2)c(=O)c2cccnc21 was read as Nrf2 ARE act -0.2%, MCF10A rerep inconclusive, A549 viability inconclusive, Nrf2 block -7%, TGFb SMAD3 inh 1%, S2 tox inactive, EPAC2 antag -7% and HepG2 viability 5%.
Screening CC(C)CNC(=O)CSc1ccc(Cl)cc1 returned Nrf2 ARE act 0.2%, MCF10A rerep 0%, A549 viability -5%, Nrf2 block inconclusive, TGFb SMAD3 inh 22%, S2 tox inactive, EPAC2 antag 1%, ATXN2 expr inh 10% and HepG2 viability 10%.
For Cc1onc(-c2ccccc2)c1C(=O)N/N=C/c1cn(C)c2ccccc12 the results were Nrf2 ARE act 4.4%, MCF10A rerep -24%, A549 viability -15%, Nrf2 block inconclusive, TGFb SMAD3 inh -3%, S2 tox inactive, EPAC2 antag -12%, ATXN2 expr inh 5% and HepG2 viability 0%.
